Assay outcomes: PubChem BioAssay, National Center for Advancing Translational Sciences (NCATS)
EPAC2 agonist – activates human EPAC2 exchange factor; Q8WZA2; EPAC2 activation, biochemical qHTS; response scale: 100% = 6.5 mM cAMP response; Potency, µM (doses to about 154 µM), for the others: at the highest dose activation, hits mostly activators; hit rate 0.079% among 360,000; AID 720711; note: potency is the fitted concentration of half-maximal effect; nearly all actives have a fitted effect of over 50% in size
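In this primary screen, activation is scored as increased exchange of BODIPY-GDP from Rap1B by 100 nM EPAC2, with 50 uM GDP as competitor. Signal is normalized to the 6.5 mM cAMP agonist control.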
EPAC2 antagonist – antagonists of human EPAC2 | Q8WZA2 | EPAC2 GEF exchange of Rap1B-BODIPY-GDP, fluorescence | Potency, µM (titrated, usually from 114 µM), for the others: at the highest dose activity, negative = inhibition, hits mostly inhibitors | hit rate 0.18% among 360,000 | AID 720708; note: potency is the fitted concentration of half-maximal effect; % is set by controls: 0 for no effect and ±100 for the full control effect; nearly all actives have a fitted effect of over 45% in size; many of its hits are not listed in these tables
CCT modulator – cytosolic chaperonin activity modulation; purified chaperonin ATPase assay, HTRF ADP detection, 30 min; activity change, % (test concentration not listed), hits read low; hit rate 0.3% among 360,000; AID 651819; in the data active = activity change below about -30%; note: % is set by controls: 0 for no effect and ±100 for the full control effect
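Enzyme 40 or 20 nM (batch-dependent) in Tris pH 7.4/KCl/MgCl2/DTT; cpd 76 uM single point; ATP 10 uM; 30 min 37 °C; Transcreener ADP HTRF detection, 30 min RT; ratio 665/615.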
DRD3 agonist – D3 dopamine receptor (human) agonism; P35462; max activation, %; D3R DiscoveRx beta-arrestin cells, luminescence, 90 min; hit rate 0.58% among 410,000; AID 652048; in the data active = max activation above about 30%; note: 0% is about no effect; mostly tested at two doses, the higher about 12 µM
Target sequence (P35462 whole entry, looked up): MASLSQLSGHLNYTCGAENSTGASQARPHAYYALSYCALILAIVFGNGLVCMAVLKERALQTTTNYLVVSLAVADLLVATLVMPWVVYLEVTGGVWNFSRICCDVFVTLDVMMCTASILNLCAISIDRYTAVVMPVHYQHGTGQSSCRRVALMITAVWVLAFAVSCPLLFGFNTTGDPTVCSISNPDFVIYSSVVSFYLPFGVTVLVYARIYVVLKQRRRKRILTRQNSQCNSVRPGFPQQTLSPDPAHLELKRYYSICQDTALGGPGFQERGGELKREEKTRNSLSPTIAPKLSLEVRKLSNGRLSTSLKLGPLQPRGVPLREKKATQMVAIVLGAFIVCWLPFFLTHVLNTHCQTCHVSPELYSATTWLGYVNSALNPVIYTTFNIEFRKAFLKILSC
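Agonist mode: compounds and dopamine controls were applied to plated cells for 90 min at 37 degrees C after an overnight attachment at 1500 cells/well. Luminescent read-out followed 30 - 60 minutes at room temperature with DiscoveRx detection reagent.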
D3 antag – D3 dopamine receptor (human) antagonism; P35462; D3R cells, DiscoveRx beta-arrestin luminescence, antagonist mode; hits give low values; max response, negative = inhibition, %; hit rate 2.5% among 360,000; AID 652054; in the data active = max response below about -50%; inconclusive = no clear call, values can overlap the other calls; note: % is set by controls: 0 for no effect and ±100 for the full control effect; mostly tested at two doses, the higher about 12 µM
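Cells expressing the human receptor were seeded at 1500 cells/well, incubated overnight at 37 degrees C in 5% CO2, then exposed to library compounds with dopamine controls for 90 minutes at 37 degrees C before luminescent detection.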
Mm-Cpn inhibitor – inhibitors of Methanococcus maripaludis chaperonin (MmCpn) | hit rate 0.031% among 330,000 | AID 504842 | purified Mm-Cpn ATPase, ADP Transcreener TR-FRET | Potency, µM (series often up to 76.9 µM), without a hit: top-dose activity, negative = inhibition, hits mostly inhibitors; note: potency is the fitted concentration of half-maximal effect; % is set by controls: 0 for no effect and ±100 for the full control effect; nearly all actives have a fitted effect of over 80% in size
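ATPase read-out: TR-FRET ADP immunoassay (anti-ADP Eu cryptate vs ADP-d2), ex 320 nm, em 590/665 nm; signal drops as ADP forms. Enzyme 25 nM, ATP 10 uM, 30 min at 37°C after 10 min compound preincubation.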
PTHR1 agonist – agonists of human PTHR1 parathyroid hormone receptor. Q03431. HEK293 GP2 PTHR1 cells, GloSensor cAMP luminescence, 1 h. Potency, µM (series often up to 115 µM), for the others: at the highest dose activation, usual class: activators. hit rate 0.075% among 410,000. AID 743266; note: potency is the fitted concentration of half-maximal effect; nearly all actives have a fitted effect of over 55% in size; some results filed as inactive show a strong effect at the top dose; inactives centre near -15; many of its hits are not listed in these tables
Target sequence (Q03431 whole entry, looked up): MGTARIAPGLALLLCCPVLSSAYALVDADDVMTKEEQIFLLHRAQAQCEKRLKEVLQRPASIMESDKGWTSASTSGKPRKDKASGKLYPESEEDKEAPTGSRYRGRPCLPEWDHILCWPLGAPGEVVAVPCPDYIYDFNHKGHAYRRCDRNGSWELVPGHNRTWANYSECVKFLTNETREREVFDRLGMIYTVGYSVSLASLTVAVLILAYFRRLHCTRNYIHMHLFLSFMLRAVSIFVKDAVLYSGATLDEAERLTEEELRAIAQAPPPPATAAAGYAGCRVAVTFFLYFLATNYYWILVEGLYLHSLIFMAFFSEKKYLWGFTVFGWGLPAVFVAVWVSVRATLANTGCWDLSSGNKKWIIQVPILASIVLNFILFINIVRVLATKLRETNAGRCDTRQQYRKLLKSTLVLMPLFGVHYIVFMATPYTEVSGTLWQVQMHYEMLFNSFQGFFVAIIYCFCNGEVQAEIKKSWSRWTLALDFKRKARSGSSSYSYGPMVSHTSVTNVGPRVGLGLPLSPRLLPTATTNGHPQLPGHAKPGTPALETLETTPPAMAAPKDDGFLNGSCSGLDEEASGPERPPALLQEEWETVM
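HEK-293-derived GP2 cells expressing PTHR1 and a GloSensor cAMP reporter, 3,000/well, plated overnight, given luciferin plus IBMX (each 0.5 mM as added) for 1 h at 37 °C, then compound for 1 h at 37 °C. Luminescence was read after 15 min at room temperature.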
Akt phos inh – blocks phosphorylation of Akt; activity change, % for hits at 50 µM; AID 651550; hit rate 0.32% among 360,000; Neuro2A IGF-stimulated pAkt S473 HTRF, 20 min; hits give low values; in the data active = activity change below about -80%; inconclusive = mostly about -51% to -80%; note: % is set by controls: 0 for no effect and ±100 for the full control effect
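Neuro2A cells (4,500/well, DMEM with 0.5% FBS) were treated with compound at a single 50 µM final concentration, stimulated with 6 nM IGF for 20 min at 37 °C, and lysed. Phospho-Akt Ser473 was read by HTRF as 665/615 ratio ×10^4.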
An asterisk follows results filed as active; i = inactive; u = inconclusive; x = not tested or not shown; & = joins results of further samples; [ ] = remark or other dose. Unless noted, calls come from the whole dose curve; as a rule, active = well fitted curve in the direction sought with a large enough effect; inconclusive = small, poorly fitted or top-dose-only effect, or another doubt; inactive = no such curve, though single readings can be large; an effect the other way counts as inactive or inconclusive. Some of the compounds tested; the hit share may differ from the screen's.

SMILES | EPAC2 agonist | EPAC2 antagonist | CCT modulator | DRD3 agonist | D3 antag | Mm-Cpn inhibitor | PTHR1 agonist | Akt phos inh
CC(Sc1nnc(C2CC2)n1-c1ccccc1)C(=O)N1CCNC1=O (stereo not drawn) | 13% | -17% | -4.4 | -5 | -7 | 2% | 66% | i
O=C(NCCCN1CCCC1=O)c1cccc(C(F)(F)F)c1 | 10% | -5% | 1.0 | 0 | -3 | 1% | -20% | i
CCCSc1nnc2n(C)c(=O)c3c4c(sc3n12)CCC4 | -1% | 11% | -4.4 | 1 | 8 | 2% | i | i
Cc1nc2c(cnn2CCO)c(=O)[nH]1 | 4% | 2% | -1.0 | -6 | -5 | x | -14% | i
CCN(CCO)Cc1cc(=O)oc2cc3c(cc12)CCC3 | 6% | 1% | -5.8 | -8 | -9 | 0% | -10% | i
O=C(Oc1ccc(-n2cnnn2)cc1)c1ccccc1 | 16% | 3% | -3.0 | -9 | u | 2% | -7% | i
Cc1cc(S(=O)(=O)Nc2ccc(C(=O)NCC(C)(C)N3CCOCC3)cc2)ccc1F | 13% | 5% | -1.4 | -3 | -4 | 0% | 0% | i
Cc1ccc(NC(=O)Cc2nnc(SCC(=O)Nc3nncs3)n2C)cc1 | 7% | 8% | -2.0 | -4 | -10 | -2% | -24% | i
COc1ccc(-c2nc3ccc(C)cn3c2CC(C)(C)C)cc1OC | 21% | u | -0.8 | -4 | -1 | x | i | i
CCC(C)C(NC(=O)C(Cc1ccc(O)cc1)NC(=O)OCc1ccccc1)C(=O)OC (stereo not drawn) | -2% | -2% | -3.5 | -4 | -10 | x | i | i
NC(=S)c1ccc(C(N)=S)o1 | 10% | -1% | 1.0 | -14 | u | 1% | -17% | i
O=C(Nc1nnc([C@H]2C[C@H](O)[C@@H](CO)O2)s1)NC1CCCCC1 | 4% | 22% | -0.1 | 5 | 24 | x | i | i

Some of these compounds in order of SMILES length, largest number first.
SMILES | EPAC2 agonist | EPAC2 antagonist | CCT modulator | DRD3 agonist | D3 antag | Mm-Cpn inhibitor | PTHR1 agonist | Akt phos inh
CC(Sc1nnc(C2CC2)n1-c1ccccc1)C(=O)N1CCNC1=O (stereo not drawn) | 13% | -17% | -4.4 | -5 | -7 | 2% | 66% | i
CCCSc1nnc2n(C)c(=O)c3c4c(sc3n12)CCC4 | -1% | 11% | -4.4 | 1 | 8 | 2% | i | i
Cc1nc2c(cnn2CCO)c(=O)[nH]1 | 4% | 2% | -1.0 | -6 | -5 | x | -14% | i
NC(=S)c1ccc(C(N)=S)o1 | 10% | -1% | 1.0 | -14 | u | 1% | -17% | i

Next part.
SMILES | EPAC2 agonist | EPAC2 antagonist | CCT modulator | DRD3 agonist | D3 antag | Mm-Cpn inhibitor | PTHR1 agonist | Akt phos inh
COc1cccc(OCc2cc(C(=O)NCCc3cccc(C)n3)no2)c1 | 5% | -5% | 0.3 | -13 | -2 | -4% | i | i
Cn1c(=NC(=O)CS(=O)(=O)c2ccccc2)sc2ccccc21 | 8% | 2% | 1.1 | 4 | 1 | -7% | i | i
Cc1ccc(CSc2ncnc3c2cnn3Cc2ccccc2)cc1 | 9% | -3% | 0.6 | -5 | -12 | -1% | i | i
Cn1c(SCC(=O)NCC2CCCO2)nc2scc(-c3ccccc3)c2c1=O (stereo not drawn) | 6% | -7% | -1.1 | 8 | -14 | -3% | -32%[inhibitor] | i
CCc1nc(SCC(=O)NC2CCCC2)c2c(=O)n(C)c(=O)n(C)c2n1 | -4% | 10% | -3.6 | -5 | -19 | 2% | i | i
O=C(COc1ccccc1[N+](=O)[O-])N/N=C/c1ccc(OC(=O)c2ccco2)cc1 | -1% | 9% | 0.5 | -2 | 15 | 0% | -8% | i
Cc1ccc(OCCn2ccnc2)c([N+](=O)[O-])c1 | 4% | 11% | -1.9 | -2 | 8 | -2% | i | i
CN(c1cccc(NC(=O)CN(c2cccc(Cl)c2)S(=O)(=O)c2ccccc2)c1)S(C)(=O)=O | -5% | -15% | 0.5 | 3 | 2 | 2% | -3% | i
COc1cccc(-c2cc(C(=O)NCCCN3CCOCC3)no2)c1 | -2% | 1% | 0.3 | -1 | 7 | 0% | -13% | i
NC(=O)CC(NC(=O)Cc1ccc(Br)cc1)c1ccc(N2CCC(N3CCCCC3)CC2)c([N+](=O)[O-])c1 (stereo not drawn) | 6% | 11% | -1.5 | -16 | 0 | u | -25% | i
COc1ccc(CCN(C)C2CCCN(S(=O)(=O)C(C)C)C2)cc1OC (stereo not drawn) | 7% | 4% | -2.9 | -10 | -4 | 0% | i | i
CCn1c(C)nc2c(C)[n+](CC(=O)c3ccc(Br)cc3)ccc21 | 8% | 1% | 0.0 | -10 | -24 | -2% | i | i
O=C1NCCN/C1=C\C(=O)c1cccc(Br)c1 | 8% | 1% | -3.7 | 2 | -23 | -2% | i | i
COCCNC(=O)COc1ccc(C)cc1C | 3% | -5% | -3.1 | -10 | -15 | -3% | i | i
O=C(COC(=O)c1ccccc1F)NC1CC1 | 1% | 2% | 0.5 | 1 | 4 | 0% | -12% | i
C=CCNc1nc(S(=O)Cc2ccc(C)cc2)nc2c1CCCC2 (stereo not drawn) | 6% | -8% | -5.6 | 6 | -6 | -2% | -6% | i
CC1=Nn2c(nnc2-c2ccccc2Cl)SC1 | 7% | 7% | 0.3 | 3 | 11 | 0% | i | i
O=C(NC1CCCC1)C(c1ccccn1)N(C(=O)c1csnn1)c1ccccc1F (stereo not drawn) | 3% | 6% | -1.4 | -5 | 0 | -1% | i | i
Cc1ccc(S(=O)(=O)N2C[C@H]3C(=O)C[C@@H](c4ccc(Cl)cc4)N(S(=O)(=O)c4ccccc4C)[C@H]3C[C@H]2c2ccccc2)cc1 | -2% | 5% | 0.2 | 3 | 1 | x | -13% | i
Cc1cc(Br)ccc1SCC(=O)OCC(=O)NC1CCCC1 | 19% | -1%[57.1 µM] | -0.4 | 2 | 2 | 0% | i | i
Cc1ccc(N(CC(=O)Nc2ccc(F)c(Cl)c2)S(=O)(=O)c2c(C)noc2C)cc1 | 15% | -5% | -2.6 | -1 | 5 | 0% | -1%[57.5 µM] | i
Cn1c(=O)[nH]c(=O)c2c1nc(SCCN1CCOCC1)n2CCCc1ccccc1 | -3% | -3% | -0.8 | 1 | -5 | -4% | i | i
CCOc1ccccc1-c1cc(NC)ncn1 | 4% | 6% | -0.1 | -11 | 13 | x | -14% | i
COc1ccc(NC(=O)c2cc3c(CO)cnc(C)c3oc2=Nc2cc(OC)cc(OC)c2)cc1 | 16% | -1% | -1.8 | 5 | -14 | -4% | -3% | i
CCOC(=O)/C=C1/N(C)c2ccccc2C1(C)C | 1% | -10% | 1.3 | -5 | -3 | -8% | -2% | i
COc1ccc(/C=C2\SC(=S)N(CCC(=O)Nc3cccc(O)c3)C2=O)cc1 | 3% | 7% | -3.1 | -1 | 3 | 1% | -20% | i
CCOc1cc(N2CCOCC2)c(OCC)cc1NC(=O)CSc1ncn[nH]1 | 3% | -1% | -3.7 | 2 | -4 | 1% | -7% | i
O=C(Nc1cccc2c1CCCC2)c1cccc(F)c1 | 9% | 0% | -1.8 | -7 | -16 | 0% | -9% | i
CN(C)Cc1c(C(=O)N/N=C/c2ccc(OCc3ccc(F)cc3)cc2)nnn1-c1nonc1N | 10% | -2% | 1.6 | -34 | 6 | 0% | 22% | i
COCc1c(C(=O)N/N=C/C2CC=CCC2)nnn1-c1nonc1N (stereo not drawn) | 4% | 1% | -1.2 | -6 | 14 | -3% | -7% | i
COc1ccccc1C(=O)Nc1c(C(=O)N(CCN(C)C)Cc2ccco2)oc2ccccc12 | 10% | -1% | -2.5 | -2&-5 | 5 | 0% | i | i
COc1cc(NC(=O)CN2C(=O)C(=O)N(CC(C)C)C2=O)cc(OC)c1 | -3% | -2% | -1.0 | 2 | 28 | -1% | -6% | i
O=C(Nc1ccc(N2CCOCC2)cc1)C1(c2ccc(Cl)cc2)CCC1 | 5% | 0% | -2.1 | -2 | 1 | 0% | i | i
Cc1cc(=O)n2nc(N3CCC(C(=O)Nc4c(F)c(F)c(F)c(F)c4F)CC3)sc2n1 | -1% | 2% | 3.0 | 1 | -10 | 2% | -10% | i
O=C(Nc1ccc(S(=O)(=O)N2CCOCC2)cc1)C1CC(=O)N(c2ccc(F)cc2)C1 (stereo not drawn) | 2% | 6% | 0.4 | 20 | 24 | -3% | i | i
COc1ccc(NC(=O)c2ccccc2NC(=O)CSc2ccc(Cl)cc2)cc1 | 3% | 8% | -1.9 | 7 | 19 | 2% | -18%[57.5 µM] | i
CC(C)CN(C(=O)CSc1nc2ccccc2[nH]1)C1CCS(=O)(=O)C1 (stereo not drawn) | -3% | 8% | -1.1 | 6 | 17 | 0% | i | i
CCOC1=C/C(=C/c2c(N)n3nc(-c4ccccc4)sc3nc2=O)C=CC1=O | 5% | -12% | -1.7 | -4 | 6 | -3% | -17% | i
Cc1sc(NC(=O)CSc2nnnn2C(C)C)c(C#N)c1C | 0% | 1% | -0.7 | 0 | 0 | 0% | i | i
Cc1cccc(N/C=C/C(=O)c2cccs2)c1C | 12% | 7% | 0.1 | -9 | u | -1% | -56%[inhibitor] | i
COC(=O)COc1nc(C)c(Br)c(OC)n1 | 1% | 21% | -4.1 | -7 | 11 | 0% | i | i
Cc1cc(C)cc(N(CCC#N)C(=O)CSc2nc3ccccc3c(=O)[nH]2)c1 | -6% | -17% | 0.1 | -7 | 0 | 0% | i | i
Cc1cc2cc(CN(CC3CCCO3)C(=S)Nc3ccccc3)c(=O)[nH]c2cc1C (stereo not drawn) | 5% | 0% | -0.5 | -9 | 17 | 0% | -11% | i
CCCCNC(=O)C[C@@H]1C[C@@]2(C(=O)OC)CC(C)(C)CC=C2N(Cc2ccccc2)C1=O | 1% | -19% | x | -1 | -9 | x | -36% | i
CN(CC(=O)Nc1cccc(F)c1)C(=O)c1csc2c1CCCC2 | 10% | 9% | 1.0 | -21 | -15 | 0% | i | i
Cc1cc(N2CCC(C)CC2)nc(SCC(=O)c2ccccc2)n1 | 2% | -14% | 3.4 | 5 | 9 | 2% | -27% | i
C=CCn1cc(/C=C2\SC(N3CCOCC3)=NC2=O)c2ccccc21 | 8% | -4% | -1.9 | -1 | -1 | -6% | -9% | i
